Bioassay records: PubChem, National Center for Advancing Translational Sciences (NCATS)
GLP1R ag = GLP-1 receptor (human) agonism. P43220. AID 624172. Potency, µM (series often up to 45.6 µM), for inactives: top-dose activation, usual class: activators. 380,000 compounds, 0.007% hits. HEK293 GLP-1R CRE-luciferase, luminescence, 4-6 h; cells express a hypersensitive GLP-1R form; also: potency is read from the fitted curve at half-maximal effect; % of control where 0% means no effect
GLP-1R inv ag = acts as inverse agonist at human GLP-1 receptor; AID 624417; Potency, µM (doses to about 38.3 µM), for the others: top-dose activity change, negative = inhibition, usual class: inhibitors; P43220; HEK293 GLP-1R CRE-luciferase, luminescence, 24 h; GLP-1R form is constitutively active; 410,000 compounds, 1.6% hits; also: potency is read from the fitted curve at half-maximal effect; % is scaled to controls: 0 for no effect and ±100 for the full control effect; nearly all actives have a fitted effect of over 55% in size
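Cells are plated, allowed 12 hours at 37 deg C, then treated with compounds for 24 hr before luciferase detection reagent is added and luminescence is read after 12 min at room temperature. The HEK293 line carries constitutively active GLP-1R with a cAMP-responsive reporter.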
GLP1R cytotox = cytotoxic in the GLP-1 receptor inverse agonist counter-screen; HEK293 cAMP-luciferase reporter cells, luminescence, 24 h; Potency, µM (doses to about 38.3 µM), without a hit: at the top dose activity change, negative = inhibition, hits mostly inhibitors; 410,000 compounds, 0.13% hits; AID 624418;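 also: loss of luciferase light is scored as toxicity; potency is read from the fitted curve at half-maximal effect; % is scaled to controls: 0 for no effect and ±100 for the full control effect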
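MLSMR compounds, 24 hr on cells at 37 deg C/5% CO2; luminescence after luciferase reagent (12 min RT). Inhibition counted as the undesired cytotoxic outcome.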
DRD3 antagonist = antagonists of human D3 dopamine receptor. P35462. D3R cells, DiscoveRx beta-arrestin luminescence, antagonist mode; active compounds read low. max response, negative = inhibition, %. 360,000 compounds, 2.5% hits; in the data active = max response below about -50%; inconclusive = no clear call, values can overlap the other calls; also: % is scaled to controls: 0 for no effect and ±100 for the full control effect; mostly tested at two doses, the higher about 12 µM
Target sequence (P35462 whole entry, looked up): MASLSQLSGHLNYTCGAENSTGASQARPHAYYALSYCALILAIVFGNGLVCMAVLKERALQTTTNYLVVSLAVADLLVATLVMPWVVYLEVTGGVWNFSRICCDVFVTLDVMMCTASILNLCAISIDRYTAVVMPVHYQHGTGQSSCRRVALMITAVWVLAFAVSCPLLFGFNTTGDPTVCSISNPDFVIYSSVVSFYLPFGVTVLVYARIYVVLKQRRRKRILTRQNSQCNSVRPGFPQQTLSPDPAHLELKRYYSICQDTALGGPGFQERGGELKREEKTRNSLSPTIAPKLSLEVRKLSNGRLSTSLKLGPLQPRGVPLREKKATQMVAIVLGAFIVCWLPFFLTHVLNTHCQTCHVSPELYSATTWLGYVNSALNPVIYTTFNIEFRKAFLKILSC
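Cells expressing the human receptor were seeded at 1500 cells/well, incubated overnight at 37 degrees C in 5% CO2, then exposed to library compounds with dopamine controls for 90 minutes at 37 degrees C before luminescent detection.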
TDP43 rescue = inhibitors of TDP-43 toxicity in yeast; TDP-43 expressing yeast growth rescue, BacTiter-Glo, 24 h; Potency, µM (doses to about 46.1 µM), without a hit: top-dose growth rescue (activation), most hits filed as activators; 410,000 compounds, 1.8% hits; AID 652104; also: potency is read from the fitted curve at half-maximal effect; % of control where 0% means no effect; nearly all actives have a fitted effect of over 50% in size
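Cell-based yeast growth screen: TDP-43 expression induced in galactose, inoculum OD600=0.02 after raffinose pregrowth to mid-log. Read-out BacTiter-Glo luminescence at 24 hr, 30 deg C; inhibition of toxicity seen as signal increase.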
KB-V1 MDR tox = kills drug-selected multidrug resistant KB-V1 cells | KB-V1 MDR cells viability, CellTiter-Glo, 72 h | Potency, µM (top dose mostly 46.1 µM), without a hit: top-dose activity change, negative = cytotoxicity, actives largely listed as cytotoxic | 400,000 compounds, 3.4% hits; also: potency is read from the fitted curve at half-maximal effect; % is scaled to controls: 0 for no effect and ±100 for the full control effect; nearly all actives have a fitted effect of over 60% in size
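Cells of the MDR subline KB-V1 are plated, dosed with compound at multiple concentrations, and incubated 72 h at 37 degrees C; CellTiter-Glo is then added and luminescence read after 10 min.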
aSyn yeast inh = alpha-synuclein toxicity inhibition in yeast; Yeast expressing alpha-synuclein, growth rescue, BacTiter-Glo, 24 h; Potency, µM (series often up to 46.1 µM), for the others: at the highest dose growth rescue (activation), actives largely listed as activators; 370,000 compounds, 0.14% hits; AID 652106; also: potency is read from the fitted curve at half-maximal effect; % of control where 0% means no effect; nearly all actives have a fitted effect of over 65% in size
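Screening used galactose-induced yeast with toxic alpha-synuclein levels, exposed to compound for 24 hr at 30 deg C. Cell growth, read with BacTiter-Glo luminescence, gave the measured signal.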
PTHR1 ag = PTHR1 (human) receptor agonism; Q03431; HEK293 GP2 PTHR1 cells, GloSensor cAMP luminescence, 1 h; Potency, µM (doses to about 115 µM), inactives show at the highest dose activation, hits mostly activators; 410,000 compounds, 0.075% hits; AID 743266; also: potency is read from the fitted curve at half-maximal effect; nearly all actives have a fitted effect of over 55% in size; some results filed as inactive show a strong effect at the top dose; inactives centre near -15; many of its hits are not listed in these tables
Target sequence (Q03431 whole entry, looked up): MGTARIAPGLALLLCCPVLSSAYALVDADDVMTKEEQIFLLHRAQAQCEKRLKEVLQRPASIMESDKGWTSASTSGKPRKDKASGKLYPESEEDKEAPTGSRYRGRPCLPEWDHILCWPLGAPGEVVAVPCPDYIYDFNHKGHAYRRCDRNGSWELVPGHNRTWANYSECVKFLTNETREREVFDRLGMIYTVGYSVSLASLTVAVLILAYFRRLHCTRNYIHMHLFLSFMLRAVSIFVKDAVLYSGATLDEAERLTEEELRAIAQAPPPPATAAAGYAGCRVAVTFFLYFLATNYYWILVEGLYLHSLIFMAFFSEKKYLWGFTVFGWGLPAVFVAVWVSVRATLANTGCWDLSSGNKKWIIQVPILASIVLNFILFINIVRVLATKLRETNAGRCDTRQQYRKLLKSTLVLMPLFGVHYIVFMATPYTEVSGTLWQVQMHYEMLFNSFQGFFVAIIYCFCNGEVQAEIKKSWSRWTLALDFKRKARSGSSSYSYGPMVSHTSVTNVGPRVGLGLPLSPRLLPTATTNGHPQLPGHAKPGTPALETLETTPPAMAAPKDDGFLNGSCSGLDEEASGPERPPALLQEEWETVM
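HEK-293-derived GP2 cells expressing PTHR1 and a GloSensor cAMP reporter, 3,000/well, plated overnight, given luciferin plus IBMX (each 0.5 mM as added) for 1 h at 37 °C, then compound for 1 h at 37 °C. Luminescence was read after 15 min at room temperature.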
DRD3 agonist = D3 dopamine receptor (human) agonism. P35462. D3R DiscoveRx beta-arrestin cells, luminescence, 90 min. max activation, %. 410,000 compounds, 0.58% hits; in the data active = max activation above about 30%; also: 0% is about no effect; mostly tested at two doses, the higher about 12 µM
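Agonist-mode cell screen: cells plated at 1500/well and incubated overnight at 37 °C, then exposed to library compounds for 90 min at 37 °C. Detection reagent was added for 30–60 min at room temperature, and luminescence was read.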
Active calls of the source: *; [ ] = dose if it differs, or a comment. Unless noted, calls follow the shape of the dose curve; as a rule, active = well fitted curve in the direction sought with a large enough effect; inconclusive = small, poorly fitted or top-dose-only effect, or another doubt; inactive = no such curve, though single readings can be large; an effect the other way counts as inactive or inconclusive. Only part of the results is shown, so the mix of outcomes need not match the whole.

What do the screens show for `CCSc1oc(-c2ccco2)nc1S(=O)(=O)c1ccc(C)cc1`?
GLP1R ag: 18%; GLP-1R inv ag: 7%; GLP1R cytotox: 0%; DRD3 antagonist: 4; TDP43 rescue: 8%; KB-V1 MDR tox: inconclusive; aSyn yeast inh: inconclusive; PTHR1 ag: -16%; DRD3 agonist: -24

What do the screens show for `COc1ccc(CC(=O)N/N=C(\C)c2ccc(Br)s2)cc1`?
GLP1R ag: 3%; GLP-1R inv ag: 8%; GLP1R cytotox: 2%; DRD3 antagonist: 6; TDP43 rescue: 0%; KB-V1 MDR tox: 18%; aSyn yeast inh: 1%; PTHR1 ag: inactive; DRD3 agonist: 10

Results for COc1cccc(C2=NOC(C(=O)NCc3cccs3)C2)c1 (stereo not drawn) ?
GLP1R ag: 5%; GLP-1R inv ag: inconclusive; GLP1R cytotox: inconclusive; DRD3 antagonist: 22; TDP43 rescue: inconclusive; KB-V1 MDR tox: inconclusive; aSyn yeast inh: 6%; PTHR1 ag: -6%[57.5 µM]; DRD3 agonist: -2

What do the screens show for `ON=C1c2ccccc2-c2ccc(Br)cc21`?
GLP1R ag: 0%; GLP-1R inv ag: -10%; GLP1R cytotox: 7%; DRD3 antagonist: 41; TDP43 rescue: 3.2µM*; KB-V1 MDR tox: -1%; aSyn yeast inh: -8%; PTHR1 ag: inactive; DRD3 agonist: 1

What do the screens show for `C=CCNC(=O)c1ccccc1NC(=O)c1ccccc1`?
GLP1R ag: 6%; GLP-1R inv ag: 0%; GLP1R cytotox: 6%; DRD3 antagonist: -9; TDP43 rescue: -8%; KB-V1 MDR tox: inconclusive; aSyn yeast inh: -2%; PTHR1 ag: 2%[57.5 µM]; DRD3 agonist: -12

What do the screens show for `O=C(N/N=C/c1cc2c(cc1Br)OCO2)C1COc2ccccc2O1` (stereo not drawn)?
GLP1R ag: -1%; GLP-1R inv ag: -21%[7.66 µM]; GLP1R cytotox: 0%[7.66 µM]; DRD3 antagonist: 6; TDP43 rescue: inconclusive; KB-V1 MDR tox: inconclusive; aSyn yeast inh: 0%; PTHR1 ag: -37%; DRD3 agonist: -5

Results for CCCCCCC[C@@H](C/C=C/CCC(=O)O)OC ?
GLP1R ag: 8%; GLP-1R inv ag: inconclusive; GLP1R cytotox: -5%; DRD3 antagonist: 31; TDP43 rescue: inconclusive; KB-V1 MDR tox: 0%; aSyn yeast inh: -5%; PTHR1 ag: inactive; DRD3 agonist: 9

How did COc1ccc(NC(=O)c2cc(C3CCCCN3C(=O)c3ccc4c(c3)CCO4)on2)c(C)c1 (stereo not drawn) do in these assays?
GLP1R ag: -1%; GLP-1R inv ag: -35%; GLP1R cytotox: 2%; DRD3 antagonist: inconclusive; TDP43 rescue: 8%; KB-V1 MDR tox: inconclusive; aSyn yeast inh: 1%; PTHR1 ag: -6%; DRD3 agonist: -6

Results for O=C(NCc1ccccc1)C(c1cccc2ccccc12)n1c(=O)c(-c2ccco2)nc2ccccc21 (stereo not drawn) ?
GLP-1R inv ag: inconclusive; GLP1R cytotox: 2%; DRD3 antagonist: 4; TDP43 rescue: 24%; KB-V1 MDR tox: -11%; aSyn yeast inh: 8%; PTHR1 ag: -18%; DRD3 agonist: -12

What do the screens show for `CC(=NNS(=O)(=O)c1cccc([N+](=O)[O-])c1)c1ccc(-n2ccnc2)cc1`?
GLP1R ag: -1%; GLP-1R inv ag: 30%[activator]; GLP1R cytotox: 7%; DRD3 antagonist: -27; TDP43 rescue: 0%; KB-V1 MDR tox: 0%; aSyn yeast inh: -3%; PTHR1 ag: inactive; DRD3 agonist: -2

What do the screens show for `Cc1cc(C(F)(F)F)nn1-c1nc(-c2ccccc2)cc(C(F)(F)F)n1`?
GLP-1R inv ag: inconclusive; GLP1R cytotox: 1%; TDP43 rescue: 17%; KB-V1 MDR tox: -10%; PTHR1 ag: -70%[inhibitor]; DRD3 agonist: 2

Results for O=C(Cc1ccccc1)NNC(=O)c1ccc(Br)o1 ?
GLP1R ag: 7%; GLP-1R inv ag: -6%; GLP1R cytotox: -6%; DRD3 antagonist: 2; TDP43 rescue: 10%; KB-V1 MDR tox: -12%; aSyn yeast inh: -13%; PTHR1 ag: -2%; DRD3 agonist: 2

Results for Cc1cnc(CNC(=O)CC2C(=O)NCCN2Cc2ccccc2C(F)(F)F)cn1 (stereo not drawn) ?
GLP1R ag: 10%; GLP-1R inv ag: 17%; GLP1R cytotox: 30%[activator]; DRD3 antagonist: 8; TDP43 rescue: 17%; aSyn yeast inh: 6%; PTHR1 ag: -17%; DRD3 agonist: 0

How did COc1ccc(Cc2nnc(CCc3ccccc3)s2)cc1 do in these assays?
GLP1R ag: -1%; GLP-1R inv ag: -22%; GLP1R cytotox: -3%; DRD3 antagonist: 48; TDP43 rescue: 16%; KB-V1 MDR tox: -12%; aSyn yeast inh: 26%; PTHR1 ag: -66%; DRD3 agonist: -1

What do the screens show for `COc1ccc(CNc2nc(NC(C)=O)nn2-c2ccccc2)cc1`?
GLP1R ag: -7%; GLP-1R inv ag: -23%; GLP1R cytotox: 6%; DRD3 antagonist: -12; TDP43 rescue: -9%; KB-V1 MDR tox: 7%; aSyn yeast inh: -6%; PTHR1 ag: 4%; DRD3 agonist: 7

How did OCCC1CN(Cc2cn[nH]c2C2CCCCC2)CCN1Cc1ccccc1 (stereo not drawn) do in these assays?
GLP1R ag: 5%; GLP-1R inv ag: -22%; GLP1R cytotox: -7%; DRD3 antagonist: inconclusive; TDP43 rescue: -9%; KB-V1 MDR tox: 18%; aSyn yeast inh: 5%; PTHR1 ag: -20%; DRD3 agonist: -21

How did O=C(NC1CCS(=O)(=O)C1)c1ccc2c(c1)OCO2 (stereo not drawn) do in these assays?
GLP1R ag: -5%; GLP-1R inv ag: 18%; GLP1R cytotox: -8%; DRD3 antagonist: 2; TDP43 rescue: 4%; KB-V1 MDR tox: 10%; aSyn yeast inh: 0%; PTHR1 ag: -19%; DRD3 agonist: 10

What do the screens show for `COCCNC(=O)CSc1c2c(nc3cc(Cl)ccc13)CCCC2`?
GLP-1R inv ag: 6%; GLP1R cytotox: -18%; TDP43 rescue: 0%; KB-V1 MDR tox: 18%; PTHR1 ag: -24%; DRD3 agonist: 1

What do the screens show for `O=C(c1cccs1)N1CCCN(c2ncnc3scc(-c4ccccc4)c23)CC1`?
GLP1R ag: 17%; GLP-1R inv ag: 11%; GLP1R cytotox: 0%; DRD3 antagonist: -6; TDP43 rescue: inconclusive; KB-V1 MDR tox: inconclusive; aSyn yeast inh: 22%; PTHR1 ag: -15%; DRD3 agonist: 4

Results for CC(C)(C)n1cnc2cc(NCc3ccc(Br)cc3)ccc21 ?
GLP1R ag: inconclusive; GLP-1R inv ag: -3%; GLP1R cytotox: -7%; DRD3 antagonist: 13; TDP43 rescue: -23%; KB-V1 MDR tox: -23%; aSyn yeast inh: 6%; PTHR1 ag: -32%; DRD3 agonist: -7

What do the screens show for `Nc1nc(-c2cccs2)cs1`?
GLP1R ag: -3%; GLP-1R inv ag: 24%; GLP1R cytotox: -10%; DRD3 antagonist: 6; TDP43 rescue: -4%; KB-V1 MDR tox: 11%; aSyn yeast inh: -19%; PTHR1 ag: -22%; DRD3 agonist: 10

Results for O=C(/C=C/c1ccco1)N1CCN(c2ccc(F)cc2)CC1 ?
GLP1R ag: 9%; GLP-1R inv ag: 15%; GLP1R cytotox: -2%; DRD3 antagonist: 10; TDP43 rescue: -4%; KB-V1 MDR tox: -7%; aSyn yeast inh: 7%; PTHR1 ag: -27%; DRD3 agonist: 13

What do the screens show for `COc1cccc(Cn2c(CNC(=O)CCc3ccccc3)nc3cccnc32)c1`?
GLP-1R inv ag: 5%; GLP1R cytotox: -10%; TDP43 rescue: 7%; PTHR1 ag: -36%[inhibitor]; DRD3 agonist: -3

Results for CCN1/C(=C2/SC(=S)N(NC(C)=O)C2=O)Sc2ccc(Cl)cc21 ?
GLP1R ag: 1%; GLP-1R inv ag: 10%; GLP1R cytotox: -25%; DRD3 antagonist: 5; TDP43 rescue: 14%; KB-V1 MDR tox: -25%; aSyn yeast inh: -1%; PTHR1 ag: -18%; DRD3 agonist: 1

Results for c1ccc2[nH]c(SCc3cscn3)nc2c1 ?
GLP1R ag: 1%; GLP-1R inv ag: 5%; GLP1R cytotox: -12%; DRD3 antagonist: 4; TDP43 rescue: 7%; KB-V1 MDR tox: 11%; aSyn yeast inh: 1%; PTHR1 ag: inactive; DRD3 agonist: -2

2 records picked at random from those above, as already listed:
What do the screens show for `COc1cccc(Cn2c(CNC(=O)CCc3ccccc3)nc3cccnc32)c1`?
GLP-1R inv ag: 5%; GLP1R cytotox: -10%; TDP43 rescue: 7%; PTHR1 ag: -36%[inhibitor]; DRD3 agonist: -3

What do the screens show for `Nc1nc(-c2cccs2)cs1`?
GLP1R ag: -3%; GLP-1R inv ag: 24%; GLP1R cytotox: -10%; DRD3 antagonist: 6; TDP43 rescue: -4%; KB-V1 MDR tox: 11%; aSyn yeast inh: -19%; PTHR1 ag: -22%; DRD3 agonist: 10
